FadD28 FP inh: blocks FadD28 binding to the bisubstrate probe; fluorescence polarization; inhibition, % at 12.5 µM; actives 0.22% (n = 360,000); in the data active = inhibition above about 8.5%, passing the limit was not always enough; inconclusive = no clear call, values can overlap the other calls
BoNT-F LC inh: BoNT F light chain protease inhibition; Multiplex microsphere protease cleavage assay, flow cytometry; AID 588497; actives 0.22% (n = 360,000); inhibition, % at 10 µM; in the data active = inhibition above about 35%, passing the limit was not always enough; inconclusive = no clear call, values can overlap the other calls; also: plate controls were buffer without enzyme for full effect and enzyme alone for no effect
FBA Mtb inh: inhibitors of M. tuberculosis fructose-bisphosphate aldolase; P9WQA3; purified M. tuberculosis FBA, fluorescence read-out; inhibition, % at 1 µM; actives 2.3% (n = 360,000); AID 588726; in the data active = inhibition above about 27%;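 also: 0% = vehicle and 100% = reference inhibitor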
Target sequence (P9WQA3 whole entry, looked up): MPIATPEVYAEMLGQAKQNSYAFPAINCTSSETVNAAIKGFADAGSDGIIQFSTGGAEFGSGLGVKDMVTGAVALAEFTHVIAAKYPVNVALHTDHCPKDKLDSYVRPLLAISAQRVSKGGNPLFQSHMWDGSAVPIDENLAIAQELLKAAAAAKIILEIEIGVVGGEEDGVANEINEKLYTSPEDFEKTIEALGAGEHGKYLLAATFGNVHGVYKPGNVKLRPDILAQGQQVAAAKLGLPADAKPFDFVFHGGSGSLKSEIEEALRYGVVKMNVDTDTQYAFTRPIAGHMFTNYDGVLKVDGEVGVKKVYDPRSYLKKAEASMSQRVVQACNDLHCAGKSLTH
Mtb UGM inh: Mtb UDP-galactopyranose mutase inhibition; AID 504406; inhibition, % at 10 µM; purified UGM, fluorescence polarization probe displacement; actives 0.06% (n = 320,000); P9WIQ1; in the data active = inhibition above about 10%, passing the limit was not always enough; inconclusive = no clear call, values can overlap the other calls
Target sequence (P9WIQ1 whole entry, looked up): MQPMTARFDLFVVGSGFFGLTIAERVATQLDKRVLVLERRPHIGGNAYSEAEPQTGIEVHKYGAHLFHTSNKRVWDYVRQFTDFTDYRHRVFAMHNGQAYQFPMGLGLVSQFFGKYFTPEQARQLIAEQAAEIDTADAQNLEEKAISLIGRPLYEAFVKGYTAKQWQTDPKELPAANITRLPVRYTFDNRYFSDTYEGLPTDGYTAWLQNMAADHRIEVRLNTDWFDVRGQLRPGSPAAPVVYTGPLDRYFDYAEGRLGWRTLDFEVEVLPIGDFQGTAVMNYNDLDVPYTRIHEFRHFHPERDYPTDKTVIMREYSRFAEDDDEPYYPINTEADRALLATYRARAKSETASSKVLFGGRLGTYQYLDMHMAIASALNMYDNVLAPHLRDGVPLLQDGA
Mtb BioA inh: blocks M. tuberculosis BioA enzyme activity. purified M. tuberculosis BioA enzyme, plate reader. inhibition, % at 9.99 µM. actives 0.096% (n = 360,000); in the data active = inhibition above about 40%; inconclusive = no clear call, values can overlap the other calls
PrPC surface inh: inhibitors of human cell surface prion protein PrPC. AID 720596. actives 0.43% (n = 370,000). inhibition, % at 13.8 µM. TR-FRET read-out. P04156; in the data active = inhibition above about 24%; also: 0% = median of the test wells and 100% = reference compound wells
GDH-TPI counter: counter-screen for M. tuberculosis FBA inhibitors: GDH-TPI coupled enzymes. GDH-TPI coupled enzyme counterscreen, NADH absorbance. inhibition, % at 4.8 µM. actives 1.2% (n = 360,000). AID 588335;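 also: 0% = DMSO wells and 100% = wells lacking the enzyme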
BoNT A protease: BoNT A light chain protease inhibition; AID 588499; actives 0.17% (n = 360,000); inhibition, % at 10 µM; multiplex microsphere protease substrate cleavage, flow cytometry; in the data active = inhibition above about 30%; inconclusive = no clear call, values can overlap the other calls; also: plate controls were buffer without enzyme for full effect and enzyme alone for no effect
CCHFV vOTU inh: CCHFV vOTU protease inhibition; Pep-AMC fluorescence; AID 651958; actives 0.55% (n = 370,000); inhibition, % at 11.5 µM; also: 0% = vehicle wells with enzyme and 100% = no enzyme wells
An asterisk follows results filed as active; ? = inconclusive; . = not tested or not shown; + = active, no number. Rule as the data show it, unless noted: active = inhibition above about 30%; inactive = the rest.

SMILES | FadD28 FP inh | BoNT-F LC inh | FBA Mtb inh | Mtb UGM inh | Mtb BioA inh | PrPC surface inh | GDH-TPI counter | BoNT A protease | CCHFV vOTU inh
NC(=S)N(c1ccccc1)c1ccccc1 | -2.1 | 4.7 | 1.0 | -0.1 | 1.1 | -23.8 | -3.1 | -0.3 | -0.9
Cc1ccc(S(=O)(=O)CCSc2nccn2C)cc1 | -0.6 | 4.7 | 0.3 | 2.1 | . | 4.8 | 0.8 | 0.1 | -4.9
CC(=O)C1=C(O)C(=O)N(CO)C1c1ccccc1F (configuration not stated) | -0.7 | -3.7 | 0.0 | -0.3 | . | -2.5 | 17.6 | 1.7 | 12.4
O=c1c2ccccc2[nH]c2ccc(F)cc12 | -4.0 | -5.5 | 156.3* | 1.1 | . | -9.4 | 4.8 | -0.6 | -162.3
O=C(NCC(c1cccs1)N1CCOCC1)c1cc(-c2ccc(F)cc2)nc2ccccc12 (configuration not stated) | -1.5 | -7.7 | 5.0 | 0.3 | . | -17.8 | -0.6 | -0.1 | -4.6
O=C(O)c1ccc(NC2CC(=O)N(Cc3ccccc3)C2=O)cc1 (configuration not stated) | -0.4 | 0.1 | -0.8 | 0.1 | -2.3 | 8.6 | -3.8 | -0.5 | -6.5
Cc1cccc(-c2nc(-c3ccncc3)no2)c1 | -3.8 | -12.6 | -2.3 | 4.2 | 2.1 | -3.0 | 13.9 | 0.1 | -3.0
NS(=O)(=O)c1ccc(NNC(=O)c2ccc(F)cc2F)cc1 | -1.3 | ? | 1.7 | -2.6 | -0.4 | 4.4 | 0.0 | 0.6 | -10.7
CNc1cccc(-c2c(OC)cccc2OC)n1 | -1.4 | -1.6 | 4.2 | . | -1.4 | -5.2 | 2.6 | -0.1 | 3.1
Nc1c2c(nc3ccccc13)N(C1CCCCC1)CC2 | -2.9 | . | 16.8 | -0.4 | 2.4 | -10.5 | -0.4 | . | -29.1
CC1CCCCC1NC(=O)CSc1ccc([N+](=O)[O-])cc1 (configuration not stated) | -1.9 | 1.3 | -2.3 | -0.7 | 0.4 | -7.8 | 0.7 | 0.8 | 12.0
CCCN1CCN(CCCNC(=O)c2cc3c(s2)-c2c(C)cccc2OC3)CC1 | -5.7 | -2.5 | + | -1.2 | 0.9 | -23.6 | 20.7 | 0.0 | -396.4

Continued, starting with the last 4 of the part before.
SMILES | FadD28 FP inh | BoNT-F LC inh | FBA Mtb inh | Mtb UGM inh | Mtb BioA inh | PrPC surface inh | GDH-TPI counter | BoNT A protease | CCHFV vOTU inh
CNc1cccc(-c2c(OC)cccc2OC)n1 | -1.4 | -1.6 | 4.2 | . | -1.4 | -5.2 | 2.6 | -0.1 | 3.1
Nc1c2c(nc3ccccc13)N(C1CCCCC1)CC2 | -2.9 | . | 16.8 | -0.4 | 2.4 | -10.5 | -0.4 | . | -29.1
CC1CCCCC1NC(=O)CSc1ccc([N+](=O)[O-])cc1 (configuration not stated) | -1.9 | 1.3 | -2.3 | -0.7 | 0.4 | -7.8 | 0.7 | 0.8 | 12.0
CCCN1CCN(CCCNC(=O)c2cc3c(s2)-c2c(C)cccc2OC3)CC1 | -5.7 | -2.5 | + | -1.2 | 0.9 | -23.6 | 20.7 | 0.0 | -396.4
Cc1ccc(CC2SC(N)=NC2=O)cc1 (configuration not stated) | -0.2 | -5.0 | 1.1 | -0.3 | . | 6.1 | -3.2 | -0.9 | -6.4
Cc1cc(N2CCN(C)CC2)nc2ccc(NC(=S)NCCCN3CCN(C)CC3)cc12 | -3.1 | -3.2 | 12.6 | 2.4 | 0.4 | -10.1 | 6.5 | -1.5 | -7.9
Cc1csc(NC(=O)c2ccc(Br)s2)n1 | -3.1 | -3.4 | -2.0 | -1.4 | -0.2 | 20.5 | 16.4 | 0.1 | 15.0
CCOc1ccc(NC(=S)NCC(c2cccnc2)N2CCOCC2)cc1 (configuration not stated) | -0.6 | -4.6 | -1.3 | 1.7 | -0.1 | 2.7 | 3.4 | -0.2 | 4.1
Cc1ccccc1OC(C)C(=O)NCc1cccnc1 (configuration not stated) | -1.0 | -1.1 | 0.5 | -3.3 | 1.4 | -0.3 | -3.1 | 0.4 | -10.4
NS(=O)(=O)c1cccc(-n2cnnn2)c1 | -1.5 | -1.4 | 0.0 | -2.0 | -1.0 | -2.9 | -0.5 | -1.2 | -4.4
CCn1c(C)nc2cc(C(=O)NNC(=S)NC(=O)c3ccc(OC)cc3)ccc21 | 0.0 | -3.0 | 4.9 | 1.2 | -0.5 | -4.0 | 10.2 | -1.7 | -3.1
COc1ccccc1NC(=O)Cc1noc(CSc2cccc[n+]2[O-])n1 | -1.2 | -1.3 | 0.7 | 0.9 | -1.4 | -0.1 | -3.8 | -0.2 | 4.1
O=C(O)CCC(=O)Nc1ccc(N2CCCCC2)c(C(=O)O)c1 | -4.8 | ? | -1.1 | -1.6 | -0.8 | -1.6 | -5.0 | 1.5 | 0.0
CCOC(=O)C1CCCN(CCC(=O)Nc2ccc(C)cc2)C1 (configuration not stated) | -3.8 | 0.1 | -7.0 | -1.8 | 0.3 | -4.2 | -4.6 | -1.1 | 4.7
CC(C)(C)NC(=O)Cn1nnc(-c2cccs2)n1 | 0.3 | 6.5 | 2.1 | -1.3 | -1.6 | -6.4 | -6.0 | -0.4 | 4.6
CN(C)CCNC(=O)c1cc2ccccc2oc1=O | -0.2 | -21.3 | 14.2 | 1.3 | 1.3 | -9.2 | 18.8 | 0.2 | -3.9
O=[N+]([O-])c1nn(-c2ccccc2)n(O)c1=NCc1ccc2c(c1)OCO2 | -3.5 | 4.3 | -5.5 | 1.0 | 0.9 | -24.5 | 13.5 | 0.3 | -2.8
CC1=CC2=NC(=O)/C(=C\c3cccn3CCOc3cccc(C)c3)C(=N)N2O1 | -6.5 | 5.4 | -2.6 | 0.4 | . | 1.6 | 8.1 | 0.5 | 0.4
COc1ccccc1-n1c(SCC(=O)N2CCCCC2)nnc1-c1ccccc1O | -2.2 | 1.6 | -0.9 | -1.2 | 0.5 | 0.2 | -5.7 | -0.1 | 2.4
C=CCNC(=O)/C(C#N)=C/c1c(C)nn(-c2ccccc2)c1Cl | -1.9 | 1.6 | 1.6 | 1.0 | 2.4 | 0.1 | 10.6 | -0.2 | -5.5
O=C1N2CCCc3cccc(c32)C12Nc1ccccc1S2 (configuration not stated) | -0.9 | -8.2 | 1.2 | . | -1.0 | 1.2 | 10.3 | -0.6 | 5.0
CN(C)CCNC(=O)C1(C)Cc2c(-c3cccc(C(F)(F)F)c3)ccnc2O1 (configuration not stated) | 0.9 | 1.0 | -1.7 | . | -0.4 | -4.0 | 3.6 | 0.2 | -2.9
O=C1CCC(C(=O)OCc2c(Cl)cccc2Cl)N1 (configuration not stated) | -2.0 | 1.4 | 5.7 | 1.0 | -1.0 | -0.2 | -3.1 | 0.5 | -1.3
COc1cc(CN2CCNC(=O)C2CC(=O)NCc2csc(C(C)C)n2)cc(OC)c1 (configuration not stated) | -2.4 | -4.2 | 12.0 | -2.5 | -2.0 | 2.3 | 11.7 | 0.2 | -15.1
COc1ccccc1CCN1CCCC(CN(C)Cc2ccc(OCCO)cc2)C1 (configuration not stated) | -1.7 | . | 3.4 | 2.7 | -0.9 | -6.5 | -1.5 | . | -7.2
CCCCNc1nnc(SCC(=O)c2c(N)n(CCC)c(=O)[nH]c2=O)s1 | -0.4 | -1.2 | -0.8 | -5.5 | -0.4 | 7.2 | 1.0 | 1.3 | -3.3
Cc1cc(C)cc(-n2ncc3c2CCCC3NC(=O)c2csnn2)c1 (configuration not stated) | -1.7 | 3.0 | -2.1 | -0.7 | 15.0 | 4.2 | -0.3 | 0.9 | 1.0
Cc1cc(N2CCCC2=O)ccc1S(=O)(=O)N1CCOCC1 | -3.6 | -16.9 | 1.9 | 0.0 | -0.8 | 6.6 | -10.8 | -3.6 | -8.7
COCCCNc1nc2ccccc2nc1NS(=O)(=O)c1ccc(C)cc1C | -1.4 | -6.3 | 20.8 | 1.0 | . | 16.9 | 24.5 | 0.2 | -14.4
Cc1nc(CNC(=O)CC2C(=O)NCCN2Cc2ccc(F)cc2)cs1 (configuration not stated) | 0.5 | -0.7 | 4.0 | 0.1 | 0.5 | 6.5 | 0.0 | 3.7 | -0.5
O=C(NC1CCCCC1)c1cccs1 | -0.8 | 20.8 | -0.9 | -0.1 | -2.3 | 1.1 | 9.7 | 0.3 | -3.6
CC1(c2ccccc2Cl)NC(=O)N(CC(=O)N2c3ccccc3NC(=O)C2(C)C)C1=O (configuration not stated) | -1.8 | 2.1 | 0.6 | 1.8 | -5.6 | 3.2 | -0.7 | 0.2 | 17.3
Cc1ccc(NC(=O)N2CCOCC2)c(C)c1 | 0.2 | -6.8 | -1.5 | -1.3 | -2.3 | -3.3 | -4.0 | 0.0 | 8.0
CC(C)n1cc(C#N)c(N)n1 | -4.2 | -1.1 | -1.7 | . | . | 4.2 | 7.8 | -0.3 | -2.6
CCCC1CCC(C(=O)n2nc(N)c3cc4ccc(OC)cc4nc32)CC1 (configuration not stated) | -1.2 | 8.1 | 1.2 | -0.6 | -1.3 | 5.0 | 6.2 | 0.1 | -0.4
COC(=O)C1=NN(C(C)=O)C2(CC(=O)N(c3cccc(C)c3)C2=O)C1 (configuration not stated) | -0.9 | -1.7 | 0.8 | -0.8 | . | 0.6 | 2.9 | 0.4 | -3.1
COC(=O)c1sc(N2C(=O)c3oc4ccccc4c(=O)c3C2c2cccs2)nc1C (configuration not stated) | -0.9 | -2.9 | 0.6 | . | -1.8 | -1.6 | 9.3 | -0.1 | 0.2
CCOCCCNc1ncc2c(n1)CC(c1ccc(C)cc1)CC2=O (configuration not stated) | 1.3 | -5.9 | 0.3 | 1.1 | -1.3 | -6.2 | -1.3 | -0.5 | -1.5
CCn1c(Cc2ccccc2)nnc1SCC(=O)Nc1nccs1 | -0.6 | 4.8 | 2.1 | 2.9 | -0.9 | 4.2 | 3.2 | 0.4 | 8.0
CCCCC(=O)N1CCN(c2nc3ccc(OCC)cc3s2)CC1 | 2.1 | 6.5 | 10.3 | 1.8 | -0.4 | 3.1 | -6.1 | 2.1 | 5.6
O=[N+]([O-])c1cc([N+](=O)[O-])c2cccnc2c1Oc1ccccc1O | 1.0 | 10.9 | -6.5 | 8.3 | -0.5 | -10.8 | 3.6 | 1.5 | -13.7
O=C(NCCN1CCOCC1)C1CCC(CNS(=O)(=O)c2ccccc2)CC1 (configuration not stated) | -3.1 | -3.0 | 1.2 | . | -2.1 | 5.0 | 1.2 | -0.2 | 4.2
Cc1ccccc1NS(=O)(=O)c1nnc(NC(=O)c2ccccc2C)s1 | -0.8 | -3.0 | 5.6 | 5.9 | 1.1 | 7.9 | 0.7 | -0.8 | -0.6
CCCCC(=O)NC(=S)Nc1c(C)cc(Br)cc1C | -4.5 | -0.5 | -0.8 | -0.8 | -0.8 | 0.3 | 2.3 | -1.0 | 15.8
COc1cnc(-c2ccccn2)nc1Sc1ccc(F)cc1 | -2.9 | -1.0 | 0.8 | 1.4 | . | 6.9 | 5.7 | -2.0 | 16.0
COc1ccc(C2=NOC(Cn3c(Cc4ccc(Cl)cc4)nc4c3c(=O)n(C)c(=O)n4C)C2)cc1 (configuration not stated) | -1.6 | -3.4 | 2.9 | 0.2 | 0.1 | -4.0 | 5.0 | 0.6 | -4.0
CC1CCCN(S(=O)(=O)c2ccc(S(=O)(=O)N3CCCN(Cc4ccccc4)C3)cc2)C1 (configuration not stated) | 0.1 | 5.0 | -0.7 | . | -1.2 | 5.6 | 0.6 | 0.6 | 4.5
CC(C)n1c(NCc2ccccc2O)nc2ccccc21 | -2.0 | 48.7* | -2.0 | -0.9 | 1.4 | -11.3 | 4.5 | -1.4 | -13.6
CCn1nc(C(=O)NCC(c2cccs2)N2CCOCC2)c2ccccc2c1=O (configuration not stated) | 0.6 | -0.4 | 1.4 | -8.6 | 3.8 | -2.1 | 3.5 | 3.4 | 1.6
Cc1cc(C)nc(N/N=C/c2cccc([N+](=O)[O-])c2)n1 | -2.9 | -10.4 | -1.4 | 0.1 | -0.4 | -22.3 | 28.0 | 0.0 | -8.8

Source: PubChem
